SIAE primary – human SIAE inhibition, primary screen. Q9HAT2. SIAE FP-Rh probe binding, fluorescence polarization. inhibition, % at 9.66 µM. actives 0.69% (n = 370,000). AID 1053197;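 active = inhibition above a cutoff: mean of compounds within the control limits plus 3 SD of those, cut at about 17% in these data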;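 also: 0% = plate median of compound wells and 100% = probe without SIAE protein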
Target sequence (Q9HAT2 whole entry, looked up): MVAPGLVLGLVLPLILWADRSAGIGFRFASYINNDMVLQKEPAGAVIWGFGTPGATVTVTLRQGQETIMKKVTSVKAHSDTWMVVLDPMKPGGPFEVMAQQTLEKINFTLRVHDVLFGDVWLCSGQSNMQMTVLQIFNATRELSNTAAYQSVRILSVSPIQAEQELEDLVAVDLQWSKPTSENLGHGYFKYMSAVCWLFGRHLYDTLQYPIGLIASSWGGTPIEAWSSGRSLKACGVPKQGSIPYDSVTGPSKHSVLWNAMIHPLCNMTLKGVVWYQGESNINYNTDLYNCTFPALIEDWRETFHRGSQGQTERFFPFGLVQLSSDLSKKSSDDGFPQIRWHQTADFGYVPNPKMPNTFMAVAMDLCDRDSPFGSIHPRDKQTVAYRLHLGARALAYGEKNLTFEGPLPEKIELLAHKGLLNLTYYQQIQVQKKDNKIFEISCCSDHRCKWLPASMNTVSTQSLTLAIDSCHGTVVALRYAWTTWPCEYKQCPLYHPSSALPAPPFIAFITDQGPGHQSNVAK
TDP2 inh – blocks human TDP2 phosphodiesterase activity. O95551. recombinant TDP2, T5PNP hydrolysis, p-nitrophenol absorbance 415 nm. inhibition, % at 12.8 µM. actives 0.34% (n = 370,000). AID 720702;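 active = inhibition above the mean of all tested compounds plus 3 SD, set per campaign, cut at about 25% in these data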;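 also: 0% = DMSO with enzyme and 100% = buffer with substrate but no TDP2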
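System – recombinant human TDP2 · Quantity – TDP2 enzyme at 120 nM final · Doses – single concentration, 12.8 µM nominal, with 1% DMSO · Incubation – 2 h at 37 °C · Measured by – epi absorbance of p-nitrophenol freed from T5PNP by hydrolysis · Read-out – % inhibition relative to enzyme-containing and enzyme-free wells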
NPR2 activator – GC-B (human) receptor activation | HEK293-GC-B cells, CNP EC30, cGMP TR-FRET; 0% at EC30 CNP, 100% saturating CNP | activation, % at 10 µM | actives 0.11% (n = 370,000);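 active = activation at 10 µM reaching about 35% in either raw or pattern-adjusted values, limit read from the data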
HTRA1 inh – blocks human HTRA1 serine peptidase; inhibition, % at 5.96 µM; recombinant HTRA1, FP-rhodamine activity-based probe, fluorescence polarization; actives 0.5% (n = 340,000); Q92743; AID 504803; in the data active = inhibition above about 36%;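 also: 0% = enzyme with DMSO and 100% = wells lacking enzyme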
MBD2 inh – MBD2-methylated oligo binding inhibition; Q9UBB5; TR-FRET, MBD2 binding to methylated oligonucleotide; inhibition, % at 4.4 µM; actives 0.31% (n = 370,000); in the data active = inhibition above about 13%
Target sequence (Q9UBB5 whole entry, looked up): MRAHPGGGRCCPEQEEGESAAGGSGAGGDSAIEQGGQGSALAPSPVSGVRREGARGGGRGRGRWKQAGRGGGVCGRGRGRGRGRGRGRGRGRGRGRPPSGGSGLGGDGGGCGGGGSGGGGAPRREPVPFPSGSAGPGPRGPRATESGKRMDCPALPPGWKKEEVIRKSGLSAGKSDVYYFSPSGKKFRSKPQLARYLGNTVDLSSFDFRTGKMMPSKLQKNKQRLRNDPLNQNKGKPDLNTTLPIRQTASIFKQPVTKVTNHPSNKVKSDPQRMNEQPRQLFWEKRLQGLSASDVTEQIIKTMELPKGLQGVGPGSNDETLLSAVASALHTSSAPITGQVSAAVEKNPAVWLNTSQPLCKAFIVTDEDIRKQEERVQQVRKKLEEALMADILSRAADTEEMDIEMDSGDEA
rCAG binder – molecules binding r(CAG) RNA repeats | inhibition, % at 3 µM | actives 1.3% (n = 370,000) | r(CAG) RNA repeat, TO-PRO-1 dye displacement fluorescence;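 active = inhibition above the plate cutoff, the mean of all test compounds on that plate plus 3 SD, cut at about 35% in these data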;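 also: 0% = DMSO alone and 100% = 100 µM mitoxantrone as full dye displacement; higher means more dye released from RNA so lower well fluorescence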
LEDGF integ inh – blocks HIV-1 LEDGF/p75-dependent DNA integration | TR-FRET IN-LEDGF/p75 DNA integration, Eu/Cy5 | inhibition, % at 3.7 µM | actives 0.64% (n = 370,000);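 active = inhibition above the screen-wide mean plus 3 SD, cut at about 13% in these data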;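 also: signal is the Cy5 over europium emission ratio at 671 and 618 nm; 0% = plate median of compound wells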
PRMT1 FP inh – blocks human protein arginine methyltransferase 1. recombinant PRMT1, activity-based probe fluorescence polarization. inhibition, % at 2.79 µM. actives 1.3% (n = 370,000);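 active = inhibition above about 21% made by adding two undisclosed values, limit read from the data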
TCR-CD3 inh – blocks the human TCR-CD3 interaction | TAMRA-labeled TCR probe fluorescence, biochemical | inhibition, % at 9.4 µM | actives 0.37% (n = 360,000); in the data active = inhibition above about 19%;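 also: recombinant mutant TCR 2C K166C tagged with TAMRA read by polarization; 0% = receptor in buffer alone and 100% = receptor with positive control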
mABHD4 FP – inhibitors of mouse ABHD4. Q8VD66. purified mABHD4, FP-Rh probe fluorescence polarization. inhibition, % at 8.92 µM. actives 0.54% (n = 370,000). AID 720543;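 active = inhibition exceeding the mean over every tested compound plus 3 SD, cut at about 30% in these data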;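 also: 0% = plate median of compound wells and 100% = S159A mutant with DMSO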
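Test system: mouse ABHD4 enzyme, wild type. Reagent: FP-Rh fluorescent activity-based probe, added after compound pre-incubation. Timing: pre-incubation 45 min, probe exposure 60 min, at 25 °C. Technique: FP readout, ex 525 nm / em 598 nm. Benchmarks: high control S159A mutant with DMSO, low control median of compound wells.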
* = called active by the depositor; . = not tested or not shown. Some of the compounds tested; count on the stated rates, not on these rows.

SMILES	SIAE primary	TDP2 inh	NPR2 activator	HTRA1 inh	MBD2 inh	rCAG binder	LEDGF integ inh	PRMT1 FP inh	TCR-CD3 inh	mABHD4 FP
CCCCCCCCNC1=CC(=O)CC(C)(C)C1	1.9	8.3	-0.7	2.4	3.4	0.2	-1.1	-1.4	9.1	0.8
Cn1c(SCc2ccccc2F)nnc1-c1ccccn1	-2.1	2.5	-3.2	-5.7	-0.5	-3.0	0.0	3.8	-3.4	-3.6
COc1ccc(C(=O)NCC(c2cccnc2)N2CCN(c3ccccc3OC)CC2)cc1OC (stereo unspecified)	2.5	5.9	4.2	-4.1	-6.9	4.3	1.8	-1.6	4.5	-0.8
CC1CCC(NC(=O)CNC(=O)c2cccs2)CC1 (stereo unspecified)	-2.2	3.9	5.9	5.8	-4.1	0.2	-0.3	2.4	11.8	-1.5
O=C(NCCNC(=O)c1ccc(F)cc1)c1ccc(F)cc1	11.2	-8.0	0.4	3.9	4.3	-1.5	3.0	-3.5	-0.1	-1.1
O=C(c1c[nH]c2ccccc2c1=O)N1CCCCCC1	2.6	0.9	2.0	5.0	0.3	0.9	3.6	-0.3	0.3	0.3
CCC1CC2CC(NC(C)=O)C1C2 (stereo unspecified)	4.6	15.6	2.7	0.8	-2.6	-0.7	3.5	-3.0	1.5	3.3
COc1ccc(C)cc1-n1c(SCC(=O)Nc2cccc(C(=O)O)c2)nc2ccccc2c1=O	-4.9	-3.8	-0.7	-12.1	3.3	30.4	0.8	-2.4	2.8	-15.3
O=C(c1ccco1)N1CCN(c2cc(N3CCOCC3)c(F)cc2[N+](=O)[O-])CC1	-2.0	-11.9	-5.5	-3.3	-0.9	-4.3	2.5	1.0	-0.3	-2.2
CN(C(=O)c1ccc(NC(=O)Cc2ccc(NC(=O)C3CCCN(C(=O)C4CCC4)C3)cc2)cc1)C1CC1 (stereo unspecified)	-3.0	-2.7	3.2	-7.4	3.1	-3.7	2.9	-1.4	-0.1	4.5
CN1/C(=C\C(=O)Nc2ccc(Br)cc2)C(C)(C)c2ccccc21	26.0*	-0.4	0.8	-4.5	2.9	-0.1	0.8	-2.0	5.4	-3.5
CCOC(=O)N1CCC(=NNc2ccnc3cc(Cl)ccc23)CC1	11.4	10.4	-7.1	1.2	-5.5	3.2	-1.1	4.9	9.3	15.3
O=C1NC[C@H](Cc2ccccc2)N(C[C@@H]2CCCN2C[C@H](Cc2ccc(O)cc2)N2C[C@H](Cc3ccc(O)cc3)N(CC3CCCCC3)C(=O)C2=O)C1=O	-0.4	-3.4	3.2	.	-3.6	5.5	3.2	-0.5	2.3	6.1
O=C(CN1CCN(c2ccc(F)cc2)CC1)OCc1ccccc1	3.8	-0.2	2.4	-4.5	-4.9	-0.4	1.7	0.4	1.9	-3.4
CN(Cc1ccccn1)C(=O)C1CCC(=O)N(Cc2cccc(F)c2)C1 (stereo unspecified)	10.4	7.7	-7.3	1.3	3.7	-0.9	0.5	0.3	3.5	6.3
O=[N+]([O-])c1ccc(CC(Cl)c2ccccn2)cc1 (stereo unspecified)	-3.8	1.3	-2.3	-0.9	-5.4	3.2	0.0	-2.6	6.9	6.7
FC(F)(F)c1cnc2c(c1)[nH]c(=S)n2-c1ccc(Cl)cc1	-0.1	5.6	1.2	-5.6	3.3	3.5	1.8	1.4	4.8	2.2
CCCCN(C(=O)CCCc1nc2ccccc2s1)c1c(N)n(CC(C)C)c(=O)[nH]c1=O	1.0	-4.9	1.7	8.7	-1.4	4.0	-5.5	4.2	-8.5	7.6
COc1ccccc1NC(=O)Cn1c(=O)n2nc(C)nc2c2ccccc21	-8.7	-0.7	0.5	-1.2	-1.2	3.7	-4.9	0.0	3.5	-2.2
CCC1=NN(C(=O)c2ccc(Br)cc2)C(O)(c2ccccc2)C1 (stereo unspecified)	-0.9	-5.0	3.3	19.2	-0.7	3.3	-2.0	1.4	10.9	0.3
CCOC(=O)c1ccc(-n2c(C)ccc2C)cc1	-3.7	-8.4	0.2	-0.5	3.3	3.2	-0.4	-0.5	-4.4	-1.6
Cc1ccc(NC(=O)CSc2nc3nc(C)c(Br)cc3[nH]2)cc1F	-8.7	-13.1	-2.9	-11.9	-2.5	10.7	2.8	-4.0	-12.7	-13.8
CCc1ccc(OCC(=O)NNC(=O)CSc2nnc(-c3ccc(C)cc3)n2C)cc1	-2.5	7.0	1.0	3.3	-0.3	-4.7	-4.7	6.3	-3.0	-0.4
O=C(NCc1ccco1)c1ccc(Cl)c(S(=O)(=O)N2CCOCC2)c1	-5.8	2.1	6.5	1.4	-0.8	0.6	-1.8	-2.1	9.0	0.0
CC1CN2C(c3ccc([N+](=O)[O-])cc3)=CSC2=N1 (stereo unspecified)	11.7	1.5	-1.6	4.8	2.3	-0.9	0.5	21.6*	10.0	2.0
The results go on.
SMILES	SIAE primary	TDP2 inh	NPR2 activator	HTRA1 inh	MBD2 inh	rCAG binder	LEDGF integ inh	PRMT1 FP inh	TCR-CD3 inh	mABHD4 FP
COc1ccc2oc(=O)c(-c3nnc(NCc4ccco4)s3)cc2c1	-4.9	-7.5	-2.2	-7.1	-11.8	8.4	2.5	10.6	6.2	-3.6
CCC(C)[C@H](N)c1nnc(SCC(=O)c2ccc(Cl)cc2)o1 (stereo partly specified)	2.9	-11.0	-12.3	-0.4	3.0	5.6	-1.4	2.5	-6.2	1.1
COC(=O)c1ccc(NC(=O)CC(=O)Nc2ccc(C(=O)OC)cc2)cc1	-4.2	3.1	-3.9	-7.4	0.9	2.5	-5.7	0.5	5.2	-1.6
Cc1cc(=O)oc2cc(OCC(=O)NC3CCCCC3)c(Cl)cc12	-0.1	7.2	-6.0	-1.7	-3.2	-0.6	2.5	2.7	-6.2	-8.2
CCOC(=O)CCc1cccc2c1CCC2=O	1.1	8.3	-1.7	1.4	-0.7	4.1	0.6	1.1	2.9	6.2
NS(=O)(=O)c1ccc(CCNS(=O)(=O)c2cccc3nsnc23)cc1	-1.6	10.4	2.5	3.4	-0.7	1.4	0.7	0.1	0.4	-1.2
COc1c(C)cccc1C(=O)NCc1ccc2c(c1)OCO2	-0.7	8.2	4.2	2.8	-6.7	-7.4	-3.1	1.0	-0.7	-5.0
O=c1cc(CN2CCN(C/C=C/c3ccccc3)CC2)c2cc(O)ccc2o1	3.4	-6.4	.	-3.1	3.7	-0.1	-1.3	-4.7	8.6	-2.5
Cc1ccccc1C(=O)NNC(=O)/C=C/c1ccccc1	-4.6	0.6	5.4	1.5	-1.2	1.0	3.0	-0.3	5.2	3.9
O=C(c1csc2c1CCCC2)N1CCN(c2cccc(C(F)(F)F)c2)CC1	5.1	-2.3	-1.7	-24.7	-8.0	-5.2	0.6	-0.2	-4.1	-2.6
CCCc1ncc(C(O)c2cccc(OC)c2)n1C (stereo unspecified)	-5.1	-11.3	0.9	5.8	2.5	-0.3	0.9	-1.3	5.1	-3.9
CC(C)Cn1cnc2c1c(=O)n(CC(=O)NC(=O)NC(C)(C)C)c(=O)n2Cc1ccccc1	0.0	-5.4	15.6	-4.3	0.4	-1.1	-1.1	-1.8	5.0	3.2
CCOC(=O)c1[nH]c(C)c(CN(CCc2ccc(OC)c(OC)c2)C(=O)CCCC(=O)O)c1C	-2.8	-1.1	9.4	-0.6	-9.8	0.9	-5.3	-0.6	11.8	7.5
Cc1noc(C)c1S(=O)(=O)N1CCCC1C(=O)O (stereo unspecified)	4.6	7.8	2.8	7.6	4.6	-1.9	-3.1	4.9	-4.2	9.5
O=c1oc2ccccc2cc1-c1csc(NN=C2CCCCC2)n1	-3.9	2.2	2.5	-11.4	-5.4	27.2	2.5	7.9	-1.0	11.5
N/C(=N\S(=O)(=O)c1cccs1)c1ccccc1	3.8	-7.6	4.7	-3.5	-2.0	1.3	0.1	-2.4	1.8	-0.5
O=C(NNC(=O)c1ccc2ccccc2c1O)c1ccccc1Cl	14.7	-9.0	-4.0	29.7	-6.0	6.3	-12.4	5.9	28.9*	21.6
COc1ccc(S(=O)(=O)NCCCn2ccnc2)cc1C(C)(C)C	7.8	-10.7	0.5	2.2	0.6	-6.3	3.2	-0.1	5.7	-0.9
CN(C(=O)COC(=O)C1CCN(S(=O)(=O)c2ccc3c(c2)OCCO3)CC1)C1CCS(=O)(=O)C1 (stereo unspecified)	-1.6	-23.1	2.0	4.2	-1.5	4.6	4.3	-0.1	0.4	4.2
O=C(NC1=NCCS1)c1ccccc1Br	0.4	3.7	2.1	.	0.6	-0.6	-1.4	-0.1	2.3	-6.2
COc1ccc(N2CCN(c3nc4ccccn4c(=O)c3C=O)CC2)cc1	2.3	1.8	-2.1	2.2	-4.1	-6.1	0.4	2.6	0.5	0.9
COc1ccc(OC2C(=O)N(Cc3ccc(F)cc3)C2c2ccc(OC)c(OC)c2)cc1 (stereo unspecified)	-5.9	-7.2	-3.1	-17.1	-0.2	-8.3	-0.7	-3.2	-0.5	-0.5
C=CCOc1ccc(/C=C/C(=O)OCC(=O)N2CCC(c3ccccc3)=N2)cc1	3.6	1.8	-0.1	3.6	1.8	1.4	-0.4	-2.4	-4.3	-0.5
CCOC(=O)c1cnn(-c2ccc(NS(=O)(=O)c3ccc(Cl)cc3)cc2)c1C(F)(F)F	1.8	7.3	-5.1	-19.8	3.0	15.8	1.8	0.8	6.4	-17.3
O=C(NCc1ccccc1)[C@H]1CCCN1C(=O)[C@H]1CCCN1C(=O)c1ccc(F)c(C(F)(F)F)c1	0.7	7.0	-5.5	.	4.3	-0.4	-0.7	0.3	2.3	3.6
CCN(Cc1ccccc1)C(=O)c1cc2c(=O)oc3ccc(C)cc3c2s1	-11.8	-2.7	7.6	-41.1	3.2	6.5	1.1	6.4	-3.8	6.3
Cc1ccccc1NC(=O)Cn1c([N+](=O)[O-])cnc1C	-4.2	1.9	3.8	-0.3	3.9	1.4	0.9	-1.5	2.6	-5.4
O=C(Nc1ccccc1)c1ccc(C(=O)Nc2ccccc2)nc1	-2.6	-4.3	-1.9	5.1	-0.2	0.1	2.1	-3.2	-5.1	-1.2
N#CCc1ccc(C(=O)c2ccccc2)s1	5.0	0.8	-0.8	-1.5	-0.1	10.4	0.1	-1.2	-1.1	-16.5
Nc1nnc(/C=C/c2ccccc2Cl)s1	-1.0	1.9	-4.4	-9.6	-6.8	5.4	-5.5	6.5	7.7	-1.4

4 compounds picked at random from those above:
SMILES	SIAE primary	TDP2 inh	NPR2 activator	HTRA1 inh	MBD2 inh	rCAG binder	LEDGF integ inh	PRMT1 FP inh	TCR-CD3 inh	mABHD4 FP
CCOC(=O)c1cnn(-c2ccc(NS(=O)(=O)c3ccc(Cl)cc3)cc2)c1C(F)(F)F	1.8	7.3	-5.1	-19.8	3.0	15.8	1.8	0.8	6.4	-17.3
CCOC(=O)CCc1cccc2c1CCC2=O	1.1	8.3	-1.7	1.4	-0.7	4.1	0.6	1.1	2.9	6.2
O=C(NCc1ccccc1)[C@H]1CCCN1C(=O)[C@H]1CCCN1C(=O)c1ccc(F)c(C(F)(F)F)c1	0.7	7.0	-5.5	.	4.3	-0.4	-0.7	0.3	2.3	3.6
Cc1noc(C)c1S(=O)(=O)N1CCCC1C(=O)O (stereo unspecified)	4.6	7.8	2.8	7.6	4.6	-1.9	-3.1	4.9	-4.2	9.5

Screening results from PubChem.
